# Screening data deposited in PubChem by several laboratories.
# OX1R antag-1 = human HCRTR1 antagonism; O43613; 330,000 compounds, 0.43% hits; inhibition, % at 5 µM; AID 434989; CHO/OX1R cells, Fluo-8 calcium fluorescence, orexin A;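 active means inhibition above its plate's threshold, mean inhibition of all tested compounds on the plate plus 3 SD, cut at about 37% in these data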;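 further: 0% = orexin A challenge wells and 100% = SB-334867-A antagonist wells; not every result past the cut was called active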
# Target sequence (O43613 whole entry, looked up): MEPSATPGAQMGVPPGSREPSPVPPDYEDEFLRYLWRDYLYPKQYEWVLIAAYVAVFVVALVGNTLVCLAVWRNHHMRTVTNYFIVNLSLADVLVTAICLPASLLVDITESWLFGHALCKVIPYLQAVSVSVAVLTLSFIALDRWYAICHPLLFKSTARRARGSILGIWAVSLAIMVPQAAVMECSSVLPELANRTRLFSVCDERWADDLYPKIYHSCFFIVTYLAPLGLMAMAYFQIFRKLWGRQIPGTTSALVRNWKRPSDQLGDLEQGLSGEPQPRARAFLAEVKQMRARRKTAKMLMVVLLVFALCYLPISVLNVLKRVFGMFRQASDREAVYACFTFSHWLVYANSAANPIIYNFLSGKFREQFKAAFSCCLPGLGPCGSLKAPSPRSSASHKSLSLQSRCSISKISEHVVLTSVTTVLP
# CHT allo act = allosterically activates the human high affinity choline transporter; CHT-expressing cells, membrane potential dye, choline EC20; active compounds read high; LV-AA mutant CHT in HEK293 cells; B-score at 10 µM; 310,000 compounds, 0.49% hits;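 active means initial fluorescence not abnormally high and integrated response B-score, plate-corrected, over 3 SD above library mean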
# Target sequence (Q9GZV3 whole entry, looked up): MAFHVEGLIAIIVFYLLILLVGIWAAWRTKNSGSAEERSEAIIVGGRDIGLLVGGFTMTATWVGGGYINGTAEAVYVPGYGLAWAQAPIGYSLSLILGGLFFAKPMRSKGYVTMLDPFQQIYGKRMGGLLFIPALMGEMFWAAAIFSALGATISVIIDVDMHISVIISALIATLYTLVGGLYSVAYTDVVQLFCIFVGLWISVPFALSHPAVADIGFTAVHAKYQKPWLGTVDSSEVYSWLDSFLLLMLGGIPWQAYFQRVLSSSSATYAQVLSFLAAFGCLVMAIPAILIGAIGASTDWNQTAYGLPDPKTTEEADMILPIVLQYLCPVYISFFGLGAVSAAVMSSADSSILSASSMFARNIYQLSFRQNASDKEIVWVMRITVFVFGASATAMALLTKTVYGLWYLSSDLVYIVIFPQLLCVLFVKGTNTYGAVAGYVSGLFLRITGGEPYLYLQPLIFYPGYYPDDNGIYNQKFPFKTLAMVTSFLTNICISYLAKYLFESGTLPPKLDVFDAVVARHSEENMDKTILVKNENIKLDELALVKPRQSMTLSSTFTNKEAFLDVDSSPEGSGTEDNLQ
# OX1R antag-2 = antagonists of human orexin 1 receptor (OX1R); O43613; OX1R-expressing cells, FRET antagonist read-out; inhibition, % at 6.6 µM; 330,000 compounds, 1.8% hits; AID 485270; in the data active means inhibition mostly above about 38%, no sharp cut-off; inactive means mostly below about 40%;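 further: 0% = agonist challenge alone and 100% = reference antagonist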
# * = called active by the depositor; i = inactive; . = not tested or not shown. The order is random. About 2.5% of those tested had a hit in this group.
SMILES,OX1R antag-1,CHT allo act,OX1R antag-2
Cc1cc(C)cc(N(CC(=O)N2CCC(C)CC2)S(C)(=O)=O)c1,-28,i,16
Cc1ccc(S(=O)(=O)CCc2nc3ccccc3[nH]2)cc1,-3,i,17
COc1ccc2oc(C(=O)N(C)CCOc3ccc(Cl)cc3)c(C)c2c1,-8,i,10
S=C(Nc1ccccc1)Nn1cnnc1,-11,i,17
CSc1ccc(CN2CCN(C3CCCC3)C(CCO)C2)cc1 (stereo unspecified),-18,i,8
CCOC(=O)CCSc1nc(-c2ccc3c(c2)OCO3)cc(C(F)(F)F)c1C#N,-5,i,9
Cc1ccc(-c2nnc(-n3nc(C)cc3C)c3ccccc23)cc1,-20,i,4
Cc1noc(/C=C/N(C)C)c1S(=O)(=O)N1CCCC(C(=O)NC2CCCCC2)C1 (stereo unspecified),-36,i,7
Cc1cc(S(=O)(=O)N(Cc2ccccc2)Cc2ccc(N(C)C)cc2)ccc1-n1cnnn1,-22,i,5
COC/C=C/C1=CC2=CC(=O)C(C)(OC(=O)c3cnc4ccccc4n3)C(=O)C2=CN1Cc1ccco1 (stereo unspecified),-21,i,51
COc1cc(/C=N\NC(=O)C2CC3C=CC2C3)ccc1O (stereo unspecified),-16,i,15
CCOP(=O)(c1c(F)c(F)c(F)c(F)c1F)C1(O)CCCCC1 (stereo unspecified),-4,i,36
COC(=O)c1sc2nc(C)cc(-c3ccccc3)c2c1N,-37,i,-6
COc1ccc(N=Cc2c(O)[nH]c3ccccc23)cc1OC,-17,i,16
Cc1cc(/C=C(\C#N)C(=O)OCC(=O)Nc2ccc(OC(F)F)cc2)c(C)n1CC(C)C,-6,i,26
O=C(O)c1ccc(S(=O)(=O)N2CCC3(CC2)CC(=O)c2ccccc2O3)cc1,13,i,20
CCCNC(=O)c1ccc(N2CCC3(CC2)CC(c2ccc(Cl)cc2)=NO3)c([N+](=O)[O-])c1,-20,i,30
COc1cc(CN(CCc2c(C)[nH]c3ccc(C)cc23)C(=S)NC(C)(C)C)cc(OC)c1OC,-22,i,18
O=C(Nn1cnnc1)c1cc(Cl)cc(Cl)c1,-1,i,-2
CS(=O)(=O)N(CC(=O)N1CCCC1)Cc1ccccc1,-8,i,6
c1ccc2c(c1)nnn2-c1ncnc2sccc12,-35,i,16
C=CCNC(=S)N/N=C(\C)c1cccnc1,-20,i,104*
COc1cc(-c2nnc(COc3ccc4ccccc4c3)o2)cc(OC)c1OC,-17,i,18
CCCCOC(=O)/C=C/c1c(C)[nH]c(=O)[nH]c1=O,-9,i,6
COc1ccc(CNC(=O)C(CC(C)C)NC(=O)c2ccccc2C)cc1 (stereo unspecified),-39,i,17
C=CCn1cnc2scc(-c3ccc(OC)cc3)c2c1=O,-26,i,15
Cc1cc2c(c(C)c1Cl)C(c1ccc3c(c1)OCO3)CC(=O)O2 (stereo unspecified),6,.,14
O=C(CCCN1C(=O)C(c2ccccc2)Oc2cccnc21)NCc1ccccc1F (stereo unspecified),-12,i,7
c1ccc(-c2noc(CN3CCN(C(c4ccccc4)c4ccccc4)CC3)n2)cc1,-21,i,4
O=C(c1ccc2c(c1)N(Cc1ccc(F)cc1)C(=O)CS2)N1CCOCC1,-20,i,11
CCN(CC(=O)Nc1c(F)cccc1F)C(=O)Cc1ccccc1,-18,i,5
CN(CC(=O)Nc1ccc(Cl)c(C(F)(F)F)c1)C(=O)Cn1cc([N+](=O)[O-])ccc1=O,16,.,5
CCOC(=O)NCCc1ccc(OC)cc1,-1,i,22
Cc1c(NS(=O)(=O)c2ccc(Cl)c(C(=O)OC(C)C(=O)N3CCOCC3)c2)c(=O)n(-c2ccccc2)n1C (stereo unspecified),-2,i,30
CCOC(=O)c1oc2ccccc2c1NC(=O)Cc1cccs1,-30,i,9
CCC(=O)NCC(c1cccs1)S(=O)(=O)c1ccc(C)cc1 (stereo unspecified),-32,i,9
CCOc1ccc(S(=O)(=O)Nc2ccc(C(=O)NCCCN3CCCC3=O)cc2)cc1,-5,i,22
CSCC[C@H](NC(=O)Nc1ccc(S(N)(=O)=O)cc1)C(=O)O,5,i,-2
O=C(NC1CCCC1)C(c1ccsc1)N(C(=O)Cc1cccs1)c1ccc(F)cc1 (stereo unspecified),-24,i,14
NNc1nc2ccccc2c(=O)n1Cc1ccccc1,-9,i,20
CCOc1cc2c(Cl)ncnc2c(OCC)c1OCC,-16,i,6
CCC1CCCCN1C(=O)CSc1nc2ccsc2c(=O)n1Cc1ccccc1 (stereo unspecified),-47,i,30
O=C(NNC(=O)c1ccc(Br)cc1)c1ccncc1,8,i,13
O=C(c1cn[nH]c1)N1CCc2c([nH]c3ccccc23)C1c1c(F)cccc1Cl (stereo unspecified),-13,i,17
CCOC(=O)C1C(=O)Oc2ccc3ccccc3c2C1C1CCOC1=O (stereo unspecified),-43,i,17
CCOC(=O)c1[nH]c(CN2CCN(c3ccc(OC)cc3)CC2)c(C(=O)OCC)c1C,-13,i,1
O=C(NCc1cccnc1)C1CCN(S(=O)(=O)N2CCOCC2)CC1,-2,i,0
CC(C)N(Cc1nc2ccccc2[nH]1)C(C)C,-24,i,25
COc1ccc(/C(C)=N/OCC(=O)Nc2nc3ccccc3s2)cc1,-15,i,11
c1ccc2c(c1)OCC(c1csc3ncnc(N4CCOCC4)c13)O2 (stereo unspecified),-2,i,24
# New compounds follow
SMILES,OX1R antag-1,CHT allo act,OX1R antag-2
C=C(C)C1CC=C(C)/C(=N/NC(=O)CCC(=O)Nc2ccccc2Cl)C1 (stereo unspecified),-20,i,10
CCOC(=O)CC(=O)Nc1ccn[nH]1,-10,i,4
CC(Sc1ccc(Cl)cc1)C(=O)NNC(=O)c1ccccc1O (stereo unspecified),30,i,66*
CN1CCC(N(C)C(=O)c2ccc(Cl)c(S(=O)(=O)Nc3cc(Cl)ccc3Cl)c2)CC1,-18,.,6
Nc1c(N2CCOCC2)cc(Cl)c2nonc12,1,i,15
COc1ccc2nc(NC(=O)C3CCN(S(=O)(=O)c4cccs4)CC3)sc2c1,0,i,24
O=[N+]([O-])c1ccc(N2CCN(c3ccccc3O)CC2)c(Cl)c1,-1,i,22
CCC(C)Cn1c(C)nc2ccccc21 (stereo unspecified),-11,i,17
Cc1ccc(S(=O)(=O)Nc2ccc(NC(=O)c3c(F)c(F)c(F)c(F)c3F)cc2)cc1,69*,i,-6
O=C(Nc1ccc(-c2csc(-c3ccccc3)n2)cc1)c1ccccc1Cl,-1,i,22
Cc1cc(C)cc(NC(=O)C2CCCN(S(=O)(=O)c3cnc[nH]3)C2)c1 (stereo unspecified),-3,i,19
CCOC(=O)N1CCC(NC(=O)CS(=O)(=O)Cc2nc(-c3ccccc3C)oc2C)CC1,-40,i,-2
CC(Oc1ccccc1)c1ccn[nH]1 (stereo unspecified),-16,i,24
O=c1c2ccccc2ncn1CCCCOc1ccccc1F,-20,i,1
Cc1ccc(OCC(=O)NC2CCCC2)c(C)c1,-14,i,9
CC(=O)Nc1cc(C(=O)OC(C(=O)c2ccccc2)c2ccccc2)ccc1C (stereo unspecified),-27,i,20
CCOC(=O)C(=NCC1CCCO1)NNc1cc(Cl)ccc1Cl (stereo unspecified),-32,i,8
CCn1c(C)nc2c1C(=O)c1ccccc1C2=O,-14,i,100*
COc1cc(C#Cc2c(-c3cncn3C)n(C)c3ccc(-c4ccc(CN5CCOCC5)cc4)cc23)cc(OC)c1,3,.,31
CC1NC2(C(=O)N(Cc3ccccc3)c3ccccc32)C2C(=O)N(c3ccccc3)C(=O)C12 (stereo unspecified),-29,i,14
COc1cc(/C=N/NC(=O)C(=O)/C=C2\NC3(CCCC3)Cc3ccccc32)ccc1O,2,i,61*
CC(=O)c1cccc(NC(=O)CSc2nc(=O)n(CCCN3CCOCC3)c3c2CCC3)c1,-23,i,-1
COc1cc(CNCc2ccccn2)ccc1OCc1ccc(Cl)cc1,-5,i,9
CCCCn1c(SCC(=O)NC2CCS(=O)(=O)C2)nc2ccccc2c1=O (stereo unspecified),-10,i,18
CCc1ccc(N=C2NC(=O)/C(=C/c3ccc(OCC(=O)O)cc3)S2)cc1,-11,i,2
CC1(C)CCc2c([nH]c3ccccc3c2=O)O1,-7,i,2
Cc1cc(NC(=O)c2cc(-c3ccccn3)nc3ccccc23)no1,-25,i,12
Cc1ccc(C)c(OCCC(=O)OCC(=O)NC2CC2)c1,-7,i,16
CCCN(CCC)S(=O)(=O)c1ccc(C(=O)Nc2nnc(-c3cc(OC)cc(OC)c3)o2)cc1,-14,i,8
N#C/C(=C\c1c[nH]c2ccccc12)C(=O)NCC1CCCO1 (stereo unspecified),-24,i,25
CC(C)NC(=O)c1sc2c(c1C(=O)Nc1cccnc1)CCCC2,-15,i,16
COCCN(C(=O)COC(=O)/C=C/c1cccc(C(F)(F)F)c1)c1c(N)n(CC(C)C)c(=O)[nH]c1=O,-25,.,8
O=C(c1ccc(OC2CCN(CCc3ccccc3)CC2)cc1)N1CCCCC1CCCO (stereo unspecified),-18,i,18
Cc1ccc(N2C(=O)c3ccc(N)cc3C2=O)cc1C,-4,i,60
CC(=O)c1ccc(N2CCN(S(=O)(=O)c3ccc4ccccc4c3)CC2)cc1,29,.,18
Fc1ccccc1OCCCCN1CCCCC1,-14,i,13
Brc1ccc(-c2ccccc2)cc1,-18,.,-1
Cn1c(CNC(=O)CNS(=O)(=O)c2ccc(Br)cc2)cc(=O)n(C)c1=O,23,i,14
C/C(CC(=O)Nc1ccc(N(C)C)cc1)=N\NC(=O)c1ccc([N+](=O)[O-])cc1Cl,-16,i,55
COc1ccccc1/C=C/C(=O)c1c2c(c(C)[nH]c1=O)CCCC2,-20,i,5

# Pulled by compound from above, 7 records:
SMILES,OX1R antag-1,CHT allo act,OX1R antag-2
CCC1CCCCN1C(=O)CSc1nc2ccsc2c(=O)n1Cc1ccccc1 (stereo unspecified),-47,i,30
S=C(Nc1ccccc1)Nn1cnnc1,-11,i,17
CC1(C)CCc2c([nH]c3ccccc3c2=O)O1,-7,i,2
Cc1noc(/C=C/N(C)C)c1S(=O)(=O)N1CCCC(C(=O)NC2CCCCC2)C1 (stereo unspecified),-36,i,7
Cc1ccc(N2C(=O)c3ccc(N)cc3C2=O)cc1C,-4,i,60
COc1cc(CNCc2ccccn2)ccc1OCc1ccc(Cl)cc1,-5,i,9
C=CCn1cnc2scc(-c3ccc(OC)cc3)c2c1=O,-26,i,15

# (listing goes on)
SMILES,OX1R antag-1,CHT allo act,OX1R antag-2
CCCOC(=O)c1c(-c2ccc(C)cc2C)csc1NC(=O)C1C2CCC(O2)C1C(=O)O (stereo unspecified),-9,i,8
CCc1cc2c(=O)c(Oc3ccccc3F)c(C)oc2c(CN(C)C)c1O,-7,i,5
COc1ccc(/C=N/OCC(=O)Nc2nc3ccccc3s2)cc1,-26,i,20
Cc1ccc(-c2nnc(SCC(=O)N/N=C/c3ccc(C(=O)O)cc3)n2C2CCCCC2)cc1,4,i,2
CN(CC(=O)Nc1cccc(F)c1)C(=O)C1CC(=O)N(Cc2ccco2)C1 (stereo unspecified),-2,i,10
CCC(C)NC(=O)CSc1nnc(-c2ccc(Cl)cc2)n1N (stereo unspecified),-13,i,-3
Cc1occc1C(=O)Nc1nnc(C(F)(F)F)s1,-6,i,22
O=c1c2ccccc2nc2n1C(CBr)CN2 (stereo unspecified),-15,i,9
COc1ccc(OC)c(CNC(=O)C2CCCN(C(=O)N(C)C)C2)c1 (stereo unspecified),-13,i,33
CCn1cc(SCC(=O)Nc2cc(C)on2)c2ccccc21,-15,i,2
NS(=O)(=O)c1ccc2nc(NC(=O)CS(=O)(=O)c3ccc(F)cc3)sc2c1,-3,i,25
COc1cccc(CNS(=O)(=O)c2c(C)[nH]c(C)c2C(=O)N2CCCC2)c1,-5,i,24
Nc1nc(CN2CCCCCC2)nc(Nc2ccccc2)n1,-30,i,18
CN(C)CCSc1nc(-c2ccccc2)nc2c1CCC2,-24,i,12
c1ccc(-c2nnc(N3CCN(c4ccccc4)CC3)nc2-c2ccccc2)cc1,3,i,7
O=C(CCC1CCCNC1)c1ccccc1 (stereo unspecified),-12,i,3
Cc1cc(C)c[n+](-c2nc3ccccc3nc2[N-]S(=O)(=O)c2ccc(Br)s2)c1,-17,i,12
CCN(CC)S(=O)(=O)c1ccc(N=NC2=C(O)CCCC2=O)cc1,-13,i,55*
CNS(=O)(=O)c1cccc(C(=O)Nc2cccc(Cl)c2)c1,-5,i,4
COc1ccc(/C=C/C(=O)NNC(=O)C(C)Oc2ccccc2F)cc1OC (stereo unspecified),-11,.,8
Cc1nnc(NC(=O)c2ccc(S(=O)(=O)N3CC(C)OC(C)C3)cc2)o1 (stereo unspecified),-10,i,40
CCOC(=O)c1nnc(-c2ccc(C)cc2)nc1Oc1ccc(Cl)cc1Cl,6,i,30
CS(=O)(=O)c1cnc(-c2cccnc2)nc1N,-12,i,7
CC12CCC(C(=O)Nc3cccc(NC(=O)C45CCC(C)(C(=O)O4)C5(C)C)n3)(OC1=O)C2(C)C,-22,i,29
Cc1ccccc1NC(=O)N1CCCC1C(=O)NCc1cccs1 (stereo unspecified),-21,i,13

# Molecules from the list above that contain bromine, in the order listed:
SMILES,OX1R antag-1,CHT allo act,OX1R antag-2
O=C(NNC(=O)c1ccc(Br)cc1)c1ccncc1,8,i,13
Brc1ccc(-c2ccccc2)cc1,-18,.,-1
Cn1c(CNC(=O)CNS(=O)(=O)c2ccc(Br)cc2)cc(=O)n(C)c1=O,23,i,14
O=c1c2ccccc2nc2n1C(CBr)CN2 (stereo unspecified),-15,i,9
Cc1cc(C)c[n+](-c2nc3ccccc3nc2[N-]S(=O)(=O)c2ccc(Br)s2)c1,-17,i,12
